hiPSC survival: enhancers of human iPSC single-cell survival; hiPSC single-cell survival, ATPlite luminescence; 100% = ROCK inhibitor wells, 0% = DMSO; survival enhancement, % at 20 µM; AID 602274; hit rate 0.044% among 360,000; in the data active means survival enhancement above about 18%;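 further: cells exposed to compounds for 16 hours before the ATP read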
CaV13 FRET inh: Primary screen for inhibitors of IQ motif and Ca2+-dependent inactivation inhibitor domain binding in CACNA1D, Förster resonance energy transfer in living cells, …; HEK cells, CFP/YFP FRET ICDI-IQ, plate reader, 10 min; percent FRET-ratio fall versus neutral wells; inhibition, % at 12.3 µM; hit rate 0.098% among 340,000;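 active means mean replicate inhibition of at least 30% and at least 1% of replicates passing that level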;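 further: 0% = median of the neutral control wells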
NR2E3 ag-1: activates human NR2E3 receptor. AID 602229. Q9Y5X4. inhibition of corepressor binding, % at 3.98 µM. CHO-S Gal4-NCOR/VP16-NR2E3 two-hybrid, luciferase. hit rate 0.35% among 360,000;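 active means inhibition above the mean of all tested compounds plus 3 SD, cut at about 70% in these data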;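 further: 0% = DMSO with NR2E3 transfected cells and 100% = cells lacking NR2E3 construct; higher means lower luciferase signal from less NR2E3 corepressor binding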
Target sequence (Q9Y5X4 whole entry, looked up, the tested form may be a part): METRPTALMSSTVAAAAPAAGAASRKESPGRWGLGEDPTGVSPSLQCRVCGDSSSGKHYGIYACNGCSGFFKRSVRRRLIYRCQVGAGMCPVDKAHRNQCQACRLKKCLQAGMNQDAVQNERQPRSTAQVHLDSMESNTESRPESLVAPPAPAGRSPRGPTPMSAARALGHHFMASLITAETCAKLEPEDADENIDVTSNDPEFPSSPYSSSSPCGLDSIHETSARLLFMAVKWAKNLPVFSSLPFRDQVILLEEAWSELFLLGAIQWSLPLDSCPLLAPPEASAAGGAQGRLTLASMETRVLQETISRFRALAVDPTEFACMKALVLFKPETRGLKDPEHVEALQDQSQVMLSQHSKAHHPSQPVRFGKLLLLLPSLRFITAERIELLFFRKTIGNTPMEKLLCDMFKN
TRPM1 prom inh: reduces MITF-dependent TRPM1 promoter luciferase signal; AID 488899; SK-MEL-5 TRPM1 promoter luciferase, 24 h; inhibition, % at 12.5 µM; hit rate 0.83% among 330,000;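 active means mean inhibition across replicates of 60% or more, whatever share of single replicates reaches that level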; further: values of inactives mirror those of a sister screen read the other way
Peg3 promoter: reduces Peg3 promoter-driven luciferase expression in HeLa; HeLa PEG-Prom luciferase reporter, luminescence, overnight; inhibition, % at 20 µM; hit rate 1.7% among 360,000;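 active means inhibition of at least 50% at 20 µM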
aDG glyco act: increases alpha dystroglycan glycosylation. AID 624168. activation, % at 10 µM. hit rate 0.22% among 360,000. Pro5-aDG cells, alpha-DG glycosylation AlphaScreen (IIH6); 0% Pro5, 100% B10-LARGE cell signal;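 active means activation of at least 8% versus controls, or a plate z-score of at least 8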;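 further: Pro5 are CHO cells carrying HIG-tagged alpha-DG that lacks glycosylation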
Granule exo inh: blocks lytic granule exocytosis; TALL-104 LAMP-1 surface exposure, flow cytometry; cells stimulated with thapsigargin and PMA; inhibition, % at 10 µM; hit rate 0.66% among 360,000;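 active means inhibition above about 55%, limit read from the data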
Vif imaging: blocks HIV Vif function | HEK293T cells, Vif self-association by quenched fluorescence, imaging, 24 h | inhibition, % at 7.49 µM | hit rate 0.35% among 340,000; in the data active means inhibition above about 50%, passing the limit was not always enough; further: some results filed as inactive read as strong as hits
NR2E3 ag-2: agonists of human nuclear receptor NR2E3; hit rate 0.12% among 320,000; AID 2300; GST-NR2E3/biotin-RetCOR TR-FRET, 1536-well; Q9Y5X4; inhibition of corepressor binding, % at 4.78 µM;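 active means percent inhibition above the cutoff of mean plus 3 SD of all tested compounds, set per screening campaign, cut at about 20% in these data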;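 further: 0% = DMSO wells and 100% = biotin wells as full block of FRET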
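Material: NR2E3–RetCOR corepressor complex | Quantity: 1.35 nM GST-tagged NR2E3 final | Schedule: 5 h at 4 °C | Replication: Singlicate compound wells | Reagent: RetCOR corepressor, biotinylated, 7 nM | Controls: Biotin wells as high control, 0.6% DMSO wells as low control | Signal: TR-FRET, Eu(K)-anti-GST donor, streptavidin-D2 acceptor, ex 340, em 617/671 nm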
HIF-2a block: inhibitors of HIF-2a | 786-0 RCC cells HIF-2a reporter, luciferase luminescence, overnight | inhibition, % at 18.8 µM | hit rate 0.72% among 360,000 | AID 624352;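 active means inhibition of the luminescence signal of 40% or more relative to plate controls, in a single-dose primary screen at 18.75 µM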
PDI inh: PDI (human) enzyme inhibition; inhibition, % at 10 µM; P07237; PDI insulin aggregation turbidity, A650, 90 min; hit rate 0.052% among 350,000;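 active means mean inhibition across replicates of 30% or more, whatever share of single replicates reach that level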;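 further: absorbance from insulin aggregation driven by PDI reduction with DTT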
Target sequence (P07237 whole entry, looked up): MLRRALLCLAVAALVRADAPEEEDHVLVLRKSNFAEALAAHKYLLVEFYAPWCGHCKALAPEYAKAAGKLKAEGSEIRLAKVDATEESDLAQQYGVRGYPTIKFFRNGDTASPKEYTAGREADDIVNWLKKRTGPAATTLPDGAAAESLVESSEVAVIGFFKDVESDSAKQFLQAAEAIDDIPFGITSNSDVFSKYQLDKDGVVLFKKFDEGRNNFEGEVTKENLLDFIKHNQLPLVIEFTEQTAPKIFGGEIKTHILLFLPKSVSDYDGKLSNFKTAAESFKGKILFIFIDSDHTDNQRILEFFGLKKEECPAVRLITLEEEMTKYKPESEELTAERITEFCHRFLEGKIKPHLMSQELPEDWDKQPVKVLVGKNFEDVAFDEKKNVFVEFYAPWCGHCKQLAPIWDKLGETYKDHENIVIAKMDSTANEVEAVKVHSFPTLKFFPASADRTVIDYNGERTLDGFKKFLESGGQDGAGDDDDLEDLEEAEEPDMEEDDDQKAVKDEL
The depositor's hits bear a star; · = not tested or not shown.

SMILES	hiPSC survival	CaV13 FRET inh	NR2E3 ag-1	TRPM1 prom inh	Peg3 promoter	aDG glyco act	Granule exo inh	Vif imaging	NR2E3 ag-2	HIF-2a block	PDI inh
Cc1nn(-c2ccccc2)nc1C(=O)OCC(=O)N1CCC(C)CC1	-0.1	-3.5	-29.1	1.9	-9.2	0.2	4.3	6.3	2.2	-30.8	-19.6
COc1ccc(C(=O)OC2CCCCC2CN(C)C)cc1 (stereo unspecified)	0.8	-20.3	-6.9	-16.2	-0.5	0.0	22.5	-0.4	-1.0	-1.4	3.7
O=C(NC(=O)N1CCCCCC1)c1ccc(Cl)cc1	0.1	-4.0	-7.8	-7.5	-18.5	0.1	16.4	·	0.1	4.0	-6.1
CNC(=O)CNC(=O)Nc1ccc(Cl)c(Cl)c1	-0.1	·	-22.9	-8.0	13.8	-0.4	0.1	0.0	-1.4	10.3	-0.7
COc1ccc(NC2CCCN(C(=O)c3ccc4[nH]c(C)c(C)c4c3)C2)cc1 (stereo unspecified)	2.3	-1.7	-35.0	-6.3	-4.6	-0.1	-1.0	11.0	-0.4	-8.5	-1.4
CCCS(=O)(=O)N1CCCC(C(=O)NCCN(Cc2ccccc2)C(C)C)C1 (stereo unspecified)	2.1	·	5.0	-0.8	-16.7	1.1	5.6	3.4	0.7	4.9	-3.7
CCC(Sc1nc(N)cc(N)n1)C(=O)O (stereo unspecified)	3.9	·	7.3	7.7	7.5	-0.1	-2.7	2.6	-1.9	10.9	0.2
Cc1ccc(OCCOC(=O)c2c(-c3ccccc3)noc2C)cc1	-0.7	-7.2	-25.5	-2.0	24.1	0.1	73.1*	-9.9	5.5	-14.5	4.7
Cc1cccc(C2=NN(c3ccc(Br)cc3)[C@@H](C(=O)N3CCOC3=O)[C@@H]2c2ccc(F)cc2)c1	0.5	-3.7	-15.5	10.8	18.8	0.5	-3.7	-4.1	1.0	1.4	4.3
Cc1cc(C)c(S(=O)(=O)N2CCN(C(=O)CCOc3ccccc3C)CC2)c(C)c1	-0.5	-5.2	-5.5	·	20.9	0.1	-2.7	3.3	1.4	5.5	-9.5
COCCn1c(=NC(=O)c2sc3ccccc3c2Cl)sc2cc(S(N)(=O)=O)ccc21	0.3	-15.8	-18.2	-9.5	9.8	0.4	13.8	-0.8	8.3	18.2	-26.5
Cc1ccc(-c2csc(NC(=O)CCNC(=O)c3ccc(Cl)cc3)n2)cc1	0.0	-5.5	-22.9	-13.0	24.5	0.3	0.7	8.7	1.6	6.3	10.7
Cc1ccc(-c2noc(CCC(=O)Nc3cccc(C#N)c3)n2)cc1	1.9	-1.5	-16.4	-7.7	-73.4	2.4	0.4	-5.9	4.0	-63.3	-0.1
O=C(c1ccc(Cl)cc1)N1CCOc2ccccc21	0.1	-4.9	-11.1	-0.2	-1.1	0.2	1.6	·	·	-37.1	5.1
CS(=O)(=O)N(Cc1ccccc1Cl)c1ccc(C(=O)N2CCCC2)cc1	-0.8	-5.0	-13.2	14.7	14.2	-0.1	-4.1	2.0	3.6	9.5	0.8
OCCN(CCO)c1ccc(C(c2ccccc2Cl)c2ccc(N(CCO)CCO)cc2Cl)c(Cl)c1	2.7	·	-10.5	-12.6	59.5*	-0.3	-1.4	-6.2	-2.5	25.3	5.8
C[C@@H]1CCCCO[C@@H](CN(C)C(=O)Cc2ccccc2)[C@@H](C)CN([C@H](C)CO)C(=O)c2cc(NC(=O)C3CCCCC3)ccc2O1	-3.1	-17.9	-30.7	·	0.1	-0.2	7.6	-15.3	·	4.8	-2.4
CN1c2ccccc2Oc2nnc(N3CCN(Cc4ccccc4)CC3)cc21	1.6	-6.8	-41.1	-74.8	-114.5	0.3	3.6	13.0	-5.3	-319.2	-5.5
O=C(CNS(=O)(=O)c1ccc(Cl)cc1)N1CCN(c2ccc(F)cc2)CC1	0.0	-2.6	10.7	2.5	18.5	-0.3	-3.2	5.0	·	9.4	-10.6
Cc1ccccc1C(NC(=O)C1CCN(Cc2ccc(Oc3ccccc3)cc2)CC1)c1ccsc1 (stereo unspecified)	-0.1	·	3.2	·	26.3	0.3	21.1	·	·	-5.5	3.2
Cc1ccc(S(=O)(=O)CC(=O)Nc2ccc3nc(C)sc3c2)cc1	-0.4	-5.1	-19.5	-2.0	-3.0	-0.5	0.0	1.0	-4.9	1.3	-8.7
CCCOc1ccc(Cc2c(COCC)[nH]c(=S)[nH]c2=O)cc1	-0.4	-4.6	-1.9	-7.2	4.7	0.7	0.0	-0.4	·	10.0	0.9
Cc1ccc(NC(=O)CSc2nnc(NC(=O)C3CC3)s2)cc1	-0.3	-3.2	-32.6	0.3	-7.2	0.2	-0.9	3.7	4.2	-12.4	0.4
CC(C)CC(=O)N1CCN(Cc2cccc(F)c2)CC1	11.8	-4.7	-3.9	1.2	8.3	0.1	0.4	-4.3	5.3	21.0	-3.2
Clc1ccc(CSc2nnc(Cn3cnc4ccccc43)o2)cc1	-1.8	-4.3	60.3	5.9	8.9	3.9	-0.9	-15.4	0.1	19.2	-5.3

For reference, some entries already given:
SMILES	hiPSC survival	CaV13 FRET inh	NR2E3 ag-1	TRPM1 prom inh	Peg3 promoter	aDG glyco act	Granule exo inh	Vif imaging	NR2E3 ag-2	HIF-2a block	PDI inh
O=C(CNS(=O)(=O)c1ccc(Cl)cc1)N1CCN(c2ccc(F)cc2)CC1	0.0	-2.6	10.7	2.5	18.5	-0.3	-3.2	5.0	·	9.4	-10.6
Cc1ccccc1C(NC(=O)C1CCN(Cc2ccc(Oc3ccccc3)cc2)CC1)c1ccsc1 (stereo unspecified)	-0.1	·	3.2	·	26.3	0.3	21.1	·	·	-5.5	3.2
Cc1ccc(S(=O)(=O)CC(=O)Nc2ccc3nc(C)sc3c2)cc1	-0.4	-5.1	-19.5	-2.0	-3.0	-0.5	0.0	1.0	-4.9	1.3	-8.7
CCCOc1ccc(Cc2c(COCC)[nH]c(=S)[nH]c2=O)cc1	-0.4	-4.6	-1.9	-7.2	4.7	0.7	0.0	-0.4	·	10.0	0.9
Cc1ccc(NC(=O)CSc2nnc(NC(=O)C3CC3)s2)cc1	-0.3	-3.2	-32.6	0.3	-7.2	0.2	-0.9	3.7	4.2	-12.4	0.4
CC(C)CC(=O)N1CCN(Cc2cccc(F)c2)CC1	11.8	-4.7	-3.9	1.2	8.3	0.1	0.4	-4.3	5.3	21.0	-3.2
Clc1ccc(CSc2nnc(Cn3cnc4ccccc43)o2)cc1	-1.8	-4.3	60.3	5.9	8.9	3.9	-0.9	-15.4	0.1	19.2	-5.3

Next section.
SMILES	hiPSC survival	CaV13 FRET inh	NR2E3 ag-1	TRPM1 prom inh	Peg3 promoter	aDG glyco act	Granule exo inh	Vif imaging	NR2E3 ag-2	HIF-2a block	PDI inh
Cc1cccc(NC(=S)N2CCN(C(=O)C3CCCO3)CC2)c1 (stereo unspecified)	0.6	-3.2	-28.9	6.7	18.8	-0.4	-2.4	-2.5	1.4	22.7	17.9
COc1ccccc1N1CCN(c2ncc(C(=O)N3CCN(c4cccc(Cl)c4)CC3)c3ccccc23)CC1	0.4	-2.8	-19.1	40.7	31.0	4.6	4.0	1.3	-5.3	8.6	9.1
COc1ccc(CCn2c(O)cc3nn(-c4nc5ccccc5s4)c(=O)c-3c2C)cc1	0.3	-5.8	-6.7	-61.4	-140.7	0.2	-3.5	-7.8	-0.5	-24.1	1.1
CCOC(=O)C1(Cc2ccccc2C)CCCN(C(=O)c2ccccn2)C1 (stereo unspecified)	0.5	-1.3	-13.8	-12.6	-64.1	-0.3	-5.1	10.4	2.6	-101.8	-2.2
COc1ccccc1CC(=O)Nc1sc2c(c1C(N)=O)CCCC2	-0.4	-2.7	-12.8	16.2	-11.1	-0.1	-0.4	-14.6	4.2	0.5	3.2
Cc1ccc(/C=C2\SC(=S)N(/N=C/c3cc([N+](=O)[O-])ccc3O)C2=O)o1	-1.4	·	-12.7	-10.2	-17.0	-0.4	-0.5	-5.0	3.5	9.8	2.9
Cc1onc(-c2ccccc2)c1C(=O)NCC1COc2ccccc2O1 (stereo unspecified)	3.1	-6.6	14.8	3.3	19.3	0.2	-0.5	·	0.4	17.5	5.1
COc1cccc(COC(=O)c2cc(=O)[nH]c3ccc(S(=O)(=O)N4CCOCC4)cc23)c1OC	-0.1	-4.8	2.2	-4.7	-3.6	0.1	-3.1	9.4	-2.5	17.3	8.7
C[C@@H]1CN([C@@H](C)CO)C(=O)CCCn2nncc2CO[C@@H]1CN(C)S(=O)(=O)c1cn(C)cn1	3.7	·	3.0	·	-4.7	0.2	-4.6	8.9	·	0.3	9.7
Cc1cc2cc(CNC(=O)C3CCCC3)ccc2n1C	3.9	-9.6	-12.8	·	4.5	-0.1	-2.0	0.6	-0.1	13.6	·
CCCOCC1CC(CCc2nc(=S)[nH][nH]2)C(=O)O1 (stereo unspecified)	-0.9	-4.9	-21.0	6.0	8.4	-0.2	3.5	-6.7	1.9	11.4	-2.7
O=C(NN=C1CCC(c2ccccc2)CC1)c1ccccc1-n1cccc1 (stereo unspecified)	0.3	-4.4	-24.4	3.5	7.9	0.0	-2.3	1.7	-3.9	17.2	-7.1
O=C1Nc2ccccc2N(O)N1c1ccc(S(=O)(=O)Nc2ccccn2)cc1	-1.0	-18.3	13.7	-10.1	-2.6	-0.3	-2.0	-4.8	0.0	13.9	-8.4
COc1cc2c(cc1OC)CN(Cc1ccc(F)cc1)CC2	0.0	-4.2	-1.8	4.7	6.5	0.0	10.2	12.5	-5.5	20.5	-1.8
Cc1ccc(F)c(S(=O)(=O)NC(=O)C2(C)CCN2C(=O)CCc2ccccc2)c1 (stereo unspecified)	2.9	-9.5	-25.5	·	-0.3	-0.2	-2.9	2.2	·	-2.3	2.2
O=C(c1cc2ccccc2oc1=O)N(Cc1cccs1)CC1CCCO1 (stereo unspecified)	-0.8	-17.4	-5.5	10.9	-3.7	0.2	-3.7	4.8	0.7	9.7	-2.3
O=C(COC(=O)[C@H](Cc1c[nH]c2ccccc12)NC(=O)c1ccc(Cl)cc1)Nc1ccc2c(c1)OCO2	-1.2	-6.6	-34.1	-9.3	-49.2	0.0	68.9*	3.4	-4.7	19.9	4.7
COC(=O)CN1C(=O)C(O)=C(C(C)=O)C1c1ccc([N+](=O)[O-])cc1 (stereo unspecified)	0.7	-5.8	-19.8	3.6	-8.0	0.0	-3.2	0.2	3.4	16.8	-6.0
Cc1nn(C)c(Oc2ccccc2)c1CCNC(=O)CC(C)C	-0.4	-4.3	11.5	3.0	12.2	0.7	3.5	-4.4	1.1	8.3	-1.3
CC(C)NC(=O)NC(=O)COC(=O)c1cccc(S(=O)(=O)N2CCCCC2)c1	1.0	-2.7	-2.2	-4.5	1.1	0.2	-5.4	3.4	3.4	11.6	1.3
Cc1ccc(OCCC(=O)Nc2ccc(C)c(S(=O)(=O)N3CCOCC3)c2)cc1	3.3	-6.1	-15.9	-1.5	9.2	1.3	27.2	3.4	1.1	6.2	-1.9
O=C(OCCC12CC3CC(CC(C3)C1)C2)c1ccc(NCc2cc(O)ccc2O)cc1	-2.6	-6.3	28.6	67.0*	-33.9	-0.5	-6.9	-12.5	·	77.1*	-10.2

Bioassay records from PubChem BioAssay.
